High-throughput results (PubChem BioAssay)
N370S GC mod – inhibitors or activators of N370S glucocerebrosidase for Gaucher disease. N370S GC spleen homogenate, 4MU-glucoside fluorescence. Potency, µM (doses to about 59.4 µM), for the others: top-dose activity change, negative = inhibition, actives largely listed as inhibitors. actives 0.092% (n = 330,000). AID 2101;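 also: 0% = full enzyme activity and -100% = no enzyme basal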
TDP1 block – inhibitors of human tyrosyl-DNA phosphodiesterase TDP1. actives 0.28% (n = 350,000). recombinant TDP1, AlphaScreen DNA substrate cleavage. AID 485290. Potency, µM (series often up to 130 µM), for inactives: at the top dose activity change, negative = inhibition, most hits filed as inhibitors. Q9NUW8; also: nearly all actives have a fitted effect of over 40% in size
Target sequence (Q9NUW8 whole entry, looked up): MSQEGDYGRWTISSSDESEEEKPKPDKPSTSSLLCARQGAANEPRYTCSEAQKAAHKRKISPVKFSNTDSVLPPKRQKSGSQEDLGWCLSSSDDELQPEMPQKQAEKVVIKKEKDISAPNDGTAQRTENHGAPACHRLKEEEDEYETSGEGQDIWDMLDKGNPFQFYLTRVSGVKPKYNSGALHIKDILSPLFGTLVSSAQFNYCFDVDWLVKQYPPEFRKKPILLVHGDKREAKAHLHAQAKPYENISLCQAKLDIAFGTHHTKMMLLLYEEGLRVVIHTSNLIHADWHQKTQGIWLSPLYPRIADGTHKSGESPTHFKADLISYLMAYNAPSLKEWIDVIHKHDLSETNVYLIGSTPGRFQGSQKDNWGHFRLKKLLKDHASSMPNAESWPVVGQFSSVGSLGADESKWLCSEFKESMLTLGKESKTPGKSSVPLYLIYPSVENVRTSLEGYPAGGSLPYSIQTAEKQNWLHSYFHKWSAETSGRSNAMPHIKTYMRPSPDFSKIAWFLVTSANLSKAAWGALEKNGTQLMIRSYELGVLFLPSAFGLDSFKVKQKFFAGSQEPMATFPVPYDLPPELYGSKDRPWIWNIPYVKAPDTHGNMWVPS
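E. coli-derived human Tdp1, 1 nM final. Cpd preinc 15 min RT; substrate 15 nM final, 5 min RT; AS bead mix 10 ug/ml final, 10 min RT. Signal loss = tyrosine-FITC cleavage. No-enzyme wells = max signal.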
FEN1 inh – blocks human flap endonuclease 1; Recombinant FEN1 flap cleavage, fluorescence, 15 min; Potency, µM (top dose mostly 114 µM), for the others: at the top dose activity change, negative = inhibition, hits mostly inhibitors; actives 0.35% (n = 390,000); AID 588795; also: nearly all actives have a fitted effect of over 65% in size
Target sequence (P39748 whole entry, looked up): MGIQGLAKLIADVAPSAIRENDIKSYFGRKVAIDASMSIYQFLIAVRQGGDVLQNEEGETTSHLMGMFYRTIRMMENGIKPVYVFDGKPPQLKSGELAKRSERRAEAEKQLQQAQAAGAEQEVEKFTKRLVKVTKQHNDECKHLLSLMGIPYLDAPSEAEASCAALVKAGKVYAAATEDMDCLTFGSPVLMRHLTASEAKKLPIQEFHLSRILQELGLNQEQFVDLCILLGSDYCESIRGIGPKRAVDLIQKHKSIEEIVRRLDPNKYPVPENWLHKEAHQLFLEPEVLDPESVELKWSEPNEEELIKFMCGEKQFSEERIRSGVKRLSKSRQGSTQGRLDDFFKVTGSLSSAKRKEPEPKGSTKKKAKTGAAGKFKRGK
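Potency values derive from four-parameter Hill fits of normalized qHTS data. The reaction used 10 nM FEN1 preincubated 15 min at room temperature with compound, then 50 nM DNA substrate, read at 0 and 15 min.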
Starred values were filed as active, the others as inactive; ? = inconclusive; / = not tested or not shown; & = joins results of further samples; [ ] = dose if it differs, or a comment. Calls follow the shape of the dose curve; as a rule, active = well fitted curve in the direction sought with a large enough effect; inconclusive = small, poorly fitted or top-dose-only effect, or another doubt; inactive = no such curve, though single readings can be large; an effect the other way counts as inactive or inconclusive. Unless noted, % is scaled to controls: 0 for no effect and ±100 for the full control effect; potency is read from the fitted curve at half-maximal effect.

Second line of a record: N370S GC mod | TDP1 block | FEN1 inh
(1) CC(C)OCCCN(Cc1ccco1)C(=O)c1cc2c(s1)-c1ccccc1OC2
  / | -14% | -1%
(2) CCn1cc(C(=O)N2CCN(c3cc(C)ccc3C)CC2)c(=O)c2cc(S(=O)(=O)N3CCOCC3)ccc21
  / | 2% | -2%
(3) CCC(CC)C1C(C#N)=C(N)Oc2cc(C)oc(=O)c21 (stereo not given)
  6% | 2% | 7%
(4) Cc1n[nH]c(=O)c2c(NC(=O)CSc3nc4ccccc4c(=O)n3CCCO)oc(C)c12
  -7% | 3% | -8%
(5) O=C(COC(=O)Cc1ccccc1F)Nc1cc(S(=O)(=O)N2CCOCC2)ccc1N1CCCC1
  4% | -3% | -2%
(6) O=C(COC(=O)CCCc1nc2ccccc2s1)NC(=O)NCc1ccco1
  4% | 8% | -3%
(7) Cc1cccc(N2CC(=O)N(c3cccc(C)c3)CC2=O)c1
  -2% | 4% | 3%
(8) O=C(NCCCCl)C1CC(=O)N(CCc2ccc(F)cc2)C1 (stereo not given)
  17% | / | 1%
(9) CCn1ccnc1CN(C)C(=O)CC1C(=O)NCCN1Cc1c(F)cccc1Cl (stereo not given)
  -10% | / | 0%
(10) CC(NC(=O)CN(C)Cc1cccc(Cl)c1)c1ccccc1 (stereo not given)
  -6% | / | -4%
(11) CN(CCNC(=O)CCCOc1cc(=O)n(C)c2ccccc12)Cc1ccccc1
  -11% | 1% | -2%
(12) NC(=O)CN1CCOCCOCCN(CC(N)=O)CCOCC1
  6% | 9% | 6%
(13) Cc1ccc(S(=O)(=O)Nc2ccc(NS(=O)(=O)c3ccc(C)cc3)c3ncccc23)cc1
  13% | 21% | /
(14) Cc1ccc(NC(=O)/C(C#N)=C/c2ccc(Sc3nc(C)cc(C)n3)o2)cc1
  29% | -2% | 5%
(15) CCOC(=O)Cc1csc(SCC(=O)Nc2cc(Cl)ccc2Oc2ccccc2)n1
  ? | -5% | -7%
(16) COC(=O)c1ccc(NC(=O)CN(c2ccc(C)cc2)S(=O)(=O)c2c(C)nn(C)c2C)cc1
  3% | 3% | -10%
(17) CC(=O)Nc1ccc(NC(=O)C(C)Sc2nnc(-c3cccs3)o2)cc1 (stereo not given)
  1% | 5% | -13%
(18) CC(=O)N1CCCc2ccc(NS(=O)(=O)c3ccc(C)c(C)c3)cc21
  2% | 6% | 9%&-3%
(19) CCc1c(C)sc2c1CCN(Cc1ccc(F)cc1)C2c1ccccc1 (stereo not given)
  / | 4% | -10%
(20) O=C(N/N=C/c1ccncc1)c1cc2ccccc2cc1O
  -3% | 7% | -10%
(21) Cc1ccc2c(c1)[nH]c1c(=O)n(CCN3CCCCC3)cnc12
  -1% | 4% | -10%
(22) C1CCN(C2CCN(c3nc4nonc4nc3N3CCSCC3)CC2)C1
  -18% | 3% | 7%
(23) COc1ccc(C(=O)Oc2ccc(C(c3c(C)[nH][nH]c3=O)c3c(C)[nH][nH]c3=O)cc2OC)cc1
  / | 3% | -13%
(24) COc1ccc(OCc2ccc(-c3nc(C#N)c(NCc4ccccc4)o3)o2)cc1
  / | 10% | -10%
(25) CC(=O)N/C(=C/c1ccc2c(c1)OCO2)C(=O)Nc1ccccc1
  -1% | 1% | -1%
(26) Cc1ccc2c(c1)N(C(C)C(=O)NCCc1ccccc1)C(=O)CO2 (stereo not given)
  -6% | 7% | -1%
(27) COc1ccc(NS(=O)(=O)c2ccc(Cl)c(C(=O)O)c2)cc1S(=O)(=O)N1CCCCC1
  11% | 6% | 7%
(28) O=C(NC1CCSC1=O)c1cccc(C(=O)NC2CCSC2=O)c1 (stereo not given)
  -2% | -8% | 5%
(29) Fc1cccc(Cl)c1Cn1nnc(-c2ccc(N3CCOCC3)cc2)n1
  -12% | 0% | 12%
(30) Cc1c(NC(=O)c2n[nH]c(=O)c3ccccc23)c(=O)n(-c2ccccc2)n1C
  1% | 10% | -9%

Second line of a record: N370S GC mod | TDP1 block | FEN1 inh
(31) O=C(CC12CC3CC(CC(C3)C1)C2)NC(Cc1ccccc1)C(=O)O (stereo not given)
  -3% | 5% | -14%
(32) O=C(Cc1ccc(Br)cc1)NC1CCSC1=O (stereo not given)
  10% | 4% | 0%
(33) CCCCCn1cc2c(c1-c1ccc(Br)cc1)c(=O)n(C)c(=O)n2C
  / | 9% | -2%
(34) CSc1ccccc1C(=O)NCCCOC(C)C
  19% | 5% | -10%
(35) CCn1c(SCC(=O)Nc2cc(C)c(Cl)cc2OC)nnc1-c1ccco1
  -3% | 2% | 5%
(36) O=C(NC1CCCCCC1)C1c2ccccc2C(=O)N1C1CC1 (stereo not given)
  -1% | 7% | 3%
(37) O=C(c1cc(-c2ccccc2O)on1)N1CCCCCC1
  -1% | 11% | -12%
(38) COc1ccc2occ(CC(=O)Nc3ccc(S(=O)(=O)Nc4nccc(C)n4)cc3)c2c1
  / | -2% | -15%
(39) COc1ccc(-c2cccc(NS(=O)(=O)c3ccc([N+](=O)[O-])cc3)c2)nn1
  -11% | 1% | -11%
(40) Cc1cccc(NC(=S)NCc2cccs2)c1C
  5% | 4% | -9%
(41) O=C1CSC(c2ccc([N+](=O)[O-])cc2)N1c1ccccc1F (stereo not given)
  -10% | / | 14%
(42) O=C1CC(NCc2ccncc2)C(=O)N1c1ccc(Cl)cc1 (stereo not given)
  -2% | 1% | 14%
(43) O=C(OCC(=O)c1ccc[nH]1)C1=COCCO1
  / | -20% | -3%
(44) CCN(CC)CCCNC(=O)c1ccc2nc(CCc3ccccc3)oc2c1
  / | 3% | 3%
(45) COc1cc2[nH]c(=O)n3nc(-c4ccccc4)nc3c2cc1OC
  10% | 0% | -3%
(46) O=C(Nc1ccn(Cc2cccc3ccccc23)n1)c1cccnc1
  1% | 5% | -19%
(47) COc1cccc(-n2c(=O)c3c(C)c(C)sc3n(Cc3ccccc3C#N)c2=O)c1
  / | 3% | -6%
(48) CCN(CC(=O)NCc1ccc(Cl)cc1)C(=O)/C=C/c1cc(OC)c(OC)c(OC)c1
  1% | 5% | 0%
(49) OC1CCCN(C(=S)NCc2ccccc2)C1 (stereo not given)
  -6% | -10% | 5%
(50) CCCOc1cccc(C(=O)NCCNC(=O)c2ccc(C)nc2)c1
  -1% | -1% | -3%
(51) Cc1cc(C)n(C(=O)Cn2nc(C(F)F)cc2C)n1
  2% | 5% | -3%
(52) COCCCn1c(SCC(=O)Nc2ccc3c(c2)OCCO3)nnc1-c1ccoc1C
  -21% | 3% | -1%
(53) Cn1c(=O)oc2cc(S(=O)(=O)CCC(=O)Nc3ccccc3)ccc21
  -9% | 2% | -10%
(54) O=C(O)c1cccc(-n2cnnn2)c1
  2% | 0% | 7%
(55) Cc1cccc(C)c1NC(=O)CN(C)C(=O)COc1cccc2c1OC(C)(C)C2
  -6% | 1% | -6%
(56) CCSc1nnc(C)n1-c1ccc(C(=O)O)cc1
  4% | ? | 5%
(57) O=C1c2ccccc2C(=O)N1CCc1csc(-c2cccc(F)c2)n1
  9% | -4% | -18%
(58) COCc1ccccc1Cn1cnc2c1c(=O)n(C)c(=O)n2C
  6% | 5% | -1%
(59) CCCNc1nc(C)cc(-c2cc(-c3ccccc3)on2)n1
  3% | 1% | -17%
(60) CC(C)OC(=O)c1c(NC(=O)c2cnn3c2NC(c2ccccc2)CC3C(F)F)sc2c1CCCC2 (stereo not given)
  -10% | -6% | /

Given field by field: 4 of the compounds above
#52 COCCCn1c(SCC(=O)Nc2ccc3c(c2)OCCO3)nnc1-c1ccoc1C
  N370S GC mod = -21% | TDP1 block = 3% | FEN1 inh = -1%
#53 Cn1c(=O)oc2cc(S(=O)(=O)CCC(=O)Nc3ccccc3)ccc21
  N370S GC mod = -9% | TDP1 block = 2% | FEN1 inh = -10%
#54 O=C(O)c1cccc(-n2cnnn2)c1
  N370S GC mod = 2% | TDP1 block = 0% | FEN1 inh = 7%
#55 Cc1cccc(C)c1NC(=O)CN(C)C(=O)COc1cccc2c1OC(C)(C)C2
  N370S GC mod = -6% | TDP1 block = 1% | FEN1 inh = -6%

Next part
Second line of a record: N370S GC mod | TDP1 block | FEN1 inh
(61) c1csc(-c2ncc3ccccn23)c1
  5% | 3% | 1%
(62) COc1ccc(CCC(=O)Nc2ccc(S(=O)(=O)Nc3ncccn3)cc2)cc1
  / | 0% | -1%
(63) Cc1ccc(-n2ncc(C(=O)NCC3CCN(C4CCCC4)C3)c2C2CCN(C(=O)OC(C)(C)C)CC2)cc1 (stereo not given)
  -26% | 1% | 1%
(64) Cc1ccc(C(=O)Nc2ccccc2[N+](=O)[O-])cc1S(=O)(=O)N1CCOCC1
  -8% | 1% | 4%
(65) COC(=O)c1cc(C#N)c(NCc2ccc(Cl)cc2Cl)nc1C
  6% | 0% | -2%
(66) CC1(C(=O)CSc2ncn[nH]2)CCC(=O)O1 (stereo not given)
  -2% | 9% | /
(67) CCN(CC)S(=O)(=O)c1cc(OCC(N)=O)c(C)cc1Cl
  -14% | -3% | 4%
(68) O=C(O)c1cccn2c(=O)c3ccccc3nc12
  0% | 0% | 6%
(69) Oc1c(Br)cc(/C=N/Nc2ccc(Cl)nn2)cc1Br
  -14% | / | ?
(70) Cc1c(N2CCCC2)cc2c(c1NC(=O)c1ccccc1Cl)C(C)(C)CC2(C)C
  -8% | 10% | -10%
(71) COc1cccc(CN=c2c([N+](=O)[O-])nn(-c3ccccc3C)n2O)c1
  -3% | 3% | 3%
(72) CC(=O)Nc1ccc(S(=O)(=O)Nc2cccc(S(=O)(=O)N(C)c3ccccc3)c2)cc1
  -20% | 4%[0.505 µM] | -3%
(73) CCCCCOC(=O)c1ccc(NC(=O)c2cccc(NC(=O)c3ccccc3C(=O)O)c2)cc1
  1% | 2% | -13%
(74) Cc1cccc(-n2nnc(C(=O)NCc3ccccn3)c2N)c1
  3% | 3% | -6%
(75) CC1(C)OC(=O)N(NCc2ccccc2)C1(C)O (stereo not given)
  2% | / | 14%
(76) CCc1ccc(NCCC(=O)c2ccc(Br)cc2)cc1
  21% | 5% | -4%
(77) Cc1ccc2c(c1)c1c(c(=O)n(Cc3ccccc3)c(=O)n1CC(=O)Nc1ccccc1F)n2C
  / | 6% | 3%
(78) CCSc1nnc(NC(=O)C(C(F)(F)F)C(F)(F)F)s1
  -7% | -1% | 12%
(79) Cc1cccn2c(=O)c3cc(C#N)c(=O)n(-c4nnc(SCc5ccccc5F)s4)c3nc12
  / | 3% | 8%
(80) CCN(CC)S(=O)(=O)c1cc(C(=O)O)ccc1OC
  -7% | 3% | 4%
(81) C=CCNC(=S)Nc1ccc(Cl)cc1
  1% | -1% | 1%
(82) CCC1(c2ccccc2)NC(=S)N(c2cccc(C)c2C)N1 (stereo not given)
  3% | 5% | 2%
(83) COc1ccc(OC)c(NC(=O)C2CCCN(S(=O)(=O)c3c(C)nn(C)c3C)C2)c1 (stereo not given)
  / | 5% | -6%&-12%
(84) Cn1cnnc1SCC(=O)Nc1ccc2c(c1)CCC2
  10% | 2% | 10%
(85) COc1ccc(C2/C(=C(/O)c3ccccc3)C(=O)C(=O)N2c2ccccn2)cc1 (stereo not given)
  -2% | / | -1%
(86) COc1cc(/C=C2/C(=O)NN(c3ccc(F)cc3)C2=O)cc([N+](=O)[O-])c1O
  -6% | -1% | -34%
(87) CC1=CC(=O)C2C(C)(C)CCC[C@@]2(C)[C@@]1(O)CCc1ccoc1 (stereo not given in full)
  -1% | 7%[56.1 µM] | /
(88) CCOC(=O)c1cnc(SCC(=O)OCC(=O)NC2CCS(=O)(=O)C2)nc1N (stereo not given)
  -9% | / | -3%
(89) CCOc1ccc(CNS(=O)(=O)c2c(C)nc3scc(C)n3c2=O)cc1OC
  3% | 1% | 3%
(90) CC1(c2nnc(Cc3ccccc3)o2)CC(c2ccc(OC(F)(F)F)cc2)=NO1 (stereo not given)
  -6% | -16% | ?
(91) CC(C)C(=O)Nc1nnc(SCC(=O)Nc2ccc3c(c2)OCCO3)s1
  5% | 3% | -2%

Compound profiles, as listed above. Values in the order: N370S GC mod, TDP1 block, FEN1 inh
`CCSc1nnc(NC(=O)C(C(F)(F)F)C(F)(F)F)s1` in the list: -7%, -1%, 12%
`CCCCCOC(=O)c1ccc(NC(=O)c2cccc(NC(=O)c3ccccc3C(=O)O)c2)cc1` in the list: 1%, 2%, -13%
`CCOc1ccc(CNS(=O)(=O)c2c(C)nc3scc(C)n3c2=O)cc1OC` in the list: 3%, 1%, 3%
